ERK EGF inh: blocks ERK signaling stimulated by EGF. HEK293-V1b, EGF-stimulated phospho-ERK AlphaScreen. Potency, µM (doses to about 11.5 µM), for the others: top-dose activity change, negative = inhibition, actives largely listed as inhibitors. 130,000 tested, 0.41% active. AID 1454; active = well fitted inhibition curve with a large enough effect; inconclusive = small, poorly fitted or top-dose-only effect, or effect the other way;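 note: plate controls were stimulated vehicle wells for no effect and unstimulated vehicle basal for full effect; nearly all actives have a fitted effect of over 55% in size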
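In this qHTS, HEK293 cells with stable type-1 vasopressin (V1b) receptor were exposed to compound at 37C for 30 min, stimulated 5 min with EGF at 25 nM, lysed, and probed for phospho-ERK by AlphaScreen.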
The depositor's hits bear a star; u = inconclusive; & = joins results of further samples; [ ] = another dose, or the depositor's remark. Potency is the fitted concentration of half-maximal effect. An excerpt, so the mix of outcomes need not match the whole.

SMILES	ERK EGF inh
Cc1cc(C)c2c(N)c(C(=O)c3ccccc3)sc2n1	9.6%[57.5 µM]
CNC(=S)N(CCc1c(C)[nH]c2ccc(Cl)cc12)Cc1cc(OC)c(OC)c(OC)c1	u
CC12CN3CC(C)(CN(C1)C3c1ccc(Cl)cc1)C2 (configuration not stated)	-0.6%[57.5 µM]
COc1ccccc1NC(=O)CSc1nc(N)c(-c2ccccc2)c(=O)[nH]1	-14.5%[57.5 µM]
COc1ccccc1C(c1nnnn1CC1CCCO1)N1CCN(c2ccccc2)CC1 (configuration not stated)	-8.0%
CCN(CC)C(=O)Cn1c(=O)n(CCCCCC(=O)Nc2ccccc2)c(=O)c2sccc21	-4.5%
CN(C)c1nc(NCc2ccccc2)nc(N/N=C/c2cccc(Br)c2)n1	u
O=C(O)c1ccccc1Nc1ccccc1	-9.7%&3.6%
O=C(COC(=O)c1ccc(S(=O)(=O)N2CCCC2)cc1)NCc1ccco1	-1.9%[57.5 µM]
Cc1nc2cc(C(=O)NCc3cccnc3)ccc2n1-c1ccc(F)cc1F	-6.1%
O=c1[nH]c(S)c(/C=C2\C=Nc3ccccc32)s1	-3.2%[57.5 µM]
Cc1cccc(NC(=O)CN2C(=O)N/C(=C/c3ccc(C)s3)C2=O)c1	-5.2%
CC(=O)N1CCC(N2CCN(Cc3ccc(C)cc3)C(CCO)C2)CC1 (configuration not stated)	3.2%
CC(C)n1nnnc1SCC(=O)Nc1ccc2c(c1)OCO2	-2.1%
Cc1ccc(-n2c([S-])c(C(=O)Nc3ccc(OC(F)F)cc3)[n+]3ccc(C(=O)NCCO)cc23)cc1C	13.2%
COc1ccccc1N(CC(=O)NC1CCCCC1)S(=O)(=O)c1cccs1	-9.6%[57.5 µM]
CC(=O)C(Sc1ccc2nnc(-c3cccnc3)n2n1)C(C)=O	-4.8%
Brc1ccccc1-n1nnc(-c2ccnc3ccccc23)n1	u
COc1cc(CNCCNC(=O)c2cccs2)cc(OC)c1OC	-3.6%
Cc1cc(C)cc(OCc2ccc(C(=O)NC3CCOC3=O)o2)c1 (configuration not stated)	-3.6%
Cc1ccc(S(=O)(=O)c2nc(S(C)(=O)=O)sc2NCc2ccc3c(c2)OCO3)cc1	5.2%
CCCCC(CC)Cn1c(O)c(/C=C2\C=NN=C2c2ccccc2)sc1=S (configuration not stated)	2.5%
C=CCNC(=S)NNC(=O)c1ccco1	-6.2%
CCOc1cc(C2C(C#N)=C(N)Oc3n[nH]c(CC)c32)ccc1OCCN1CCOCC1 (configuration not stated)	10.5%
Cc1c(/C(O)=C2\C(=O)C(=O)N(CCN(C)C)C2c2ccccc2)cnn1-c1ccccc1 (configuration not stated)	1.2%[57.5 µM]

Three structures out of the list, arranged by heavy-atom count, descending.
SMILES	ERK EGF inh
CCN(CC)C(=O)Cn1c(=O)n(CCCCCC(=O)Nc2ccccc2)c(=O)c2sccc21	-4.5%
Cc1ccc(S(=O)(=O)c2nc(S(C)(=O)=O)sc2NCc2ccc3c(c2)OCO3)cc1	5.2%
COc1cc(CNCCNC(=O)c2cccs2)cc(OC)c1OC	-3.6%

Next part.
SMILES	ERK EGF inh
CC(=O)Nc1ccc(/C=N/N2C(C)CCCC2C)cc1 (configuration not stated)	-0.9%
Cc1ccccc1NNC(N)=S	-4.7%
Cc1ccccc1-n1c(=S)[nH]c2nc3c(cc2c1=O)COC(C)(C)C3	5.2%[57.5 µM]
O=C(NC1CCCC1)C(c1ccccn1)N(C(=O)c1csnn1)C1CCCCC1 (configuration not stated)	2.8%
CC1CCC(NC(=O)C(NC(=O)c2ccccc2)C(C)C)CC1 (configuration not stated)	19.5%
O=C1CCCN1S(=O)(=O)c1ccccc1	-4.0%
Cc1ccc(-n2cc(CNCCCN3CCCC3=O)c(-c3ccc(F)cc3)n2)cc1	-4.6%
Cc1ccc(-c2cc(O)cc3sc(=O)oc23)cc1C	-31.2%[57.5 µM]
C/C(=N\NC(=O)CN(c1ccc(Oc2ccccc2)cc1)S(C)(=O)=O)C(C)(C)C	-11.7%
CCOC(=O)c1[nH]c(C)c(/C(O)=C2\C(=O)C(=O)N(CCN3CCOCC3)C2c2ccco2)c1C (configuration not stated)	-8.9%
Cc1cccc(N(CC(=O)O)CC(=O)O)c1	3.0%
O=c1n(-c2ccc(Br)cc2)cnn1-c1ncccc1[N+](=O)[O-]	-6.2%
CCOC(=O)C1CCCN(c2c(N3CCN(c4cccc(Cl)c4)CC3)c(=O)c2=O)C1 (configuration not stated)	-10.4%[57.5 µM]
CC(C)OC(=O)c1ccc(NC(=O)C2C3CC4OC(=O)C2C4C3)cc1 (configuration not stated)	0.2%
CCOC(=O)CC(=O)CSc1nc2ccc(OC)cc2cc1C	-5.2%
CC1COC2=C1C(=O)C(=O)c1c2ccc2c1CCCC2(C)C (configuration not stated)	27.1%
CC(C)CC(c1nnnn1C1CCCC1)N1CCC(C(N)=O)CC1 (configuration not stated)	-6.6%
O=[N+]([O-])c1cccc(/C([O-])=C(/C(=S)Nc2ccccc2)[n+]2ccccc2)c1	3.2%
CC(C)(C)[C@H]1C=C(C(=O)N2CCN(Cc3ccccc3)CC2)O[C@@H](OCCCCO)C1	-2.2%[57.5 µM]
COc1ccc([N+](=O)[O-])cc1N1C(=O)c2cccc3cccc(c23)C1=O	6.9%
CC(=O)/C(C#N)=C1\NC(=O)C(Cc2ccccc2Cl)S1 (configuration not stated)	0.4%[57.5 µM]
O=C(c1csnn1)N1CCC2(CCCN(c3ccccn3)C2)CC1	-6.7%
O=C(O)c1ccc2c(c1)C(=O)N(c1ccc(/C=C/C(=O)c3ccccc3)cc1)C2=O	-0.1%
CC(C)C(C(=O)OCC(=O)c1cccc([N+](=O)[O-])c1)N1C(=O)[C@@H]2[C@H]3CC[C@H](C3)[C@@H]2C1=O (some centres not stated)	9.5%
CCOc1cc(/C=N/N2C(=O)NC3(CCCCC3)C2=O)cc(Br)c1O	2.8%

A different layout for 6 compounds above:
smiles,ERK EGF inh
COc1ccc([N+](=O)[O-])cc1N1C(=O)c2cccc3cccc(c23)C1=O,6.9%
O=C(c1csnn1)N1CCC2(CCCN(c3ccccn3)C2)CC1,-6.7%
O=c1n(-c2ccc(Br)cc2)cnn1-c1ncccc1[N+](=O)[O-],-6.2%
CCOC(=O)C1CCCN(c2c(N3CCN(c4cccc(Cl)c4)CC3)c(=O)c2=O)C1 (configuration not stated),-10.4%[57.5 µM]
Cc1ccc(-c2cc(O)cc3sc(=O)oc23)cc1C,-31.2%[57.5 µM]
CC1CCC(NC(=O)C(NC(=O)c2ccccc2)C(C)C)CC1 (configuration not stated),19.5%

Remaining list, next part:
SMILES	ERK EGF inh
CC(C)Cc1nnc(NC(=O)CCc2c[nH]c3ccccc23)s1	-10.3%
Cc1ccc(-c2nc(CN3CCCCC3CCN3CCCC3=O)c(C)o2)o1 (configuration not stated)	10.5%
CCOC(=O)c1cccc(NC(=O)C2(S(=O)(=O)c3ccc(C)cc3)CC2)c1	-1.3%
Cc1cc(C(=O)CCl)c(C)n1-c1cccc([N+](=O)[O-])c1	-9.3%
Cc1c(NC(=O)COC(=O)c2ccc(F)c(S(=O)(=O)N3CCOCC3)c2)c(=O)n(-c2ccccc2)n1C	-2.9%
c1ccc2sc(NN=C3CCCC3)nc2c1	2.5%
COc1cc(C(=O)NNC(=O)c2cc(C)[nH]n2)cc(OC)c1OC	-4.4%
CCCC(=O)N(c1ccccc1)C1C=CS(=O)(=O)C1 (configuration not stated)	-8.9%
Fc1ccc(Nc2nc(-c3ccncc3)cs2)cc1	5.5%
Cc1ccc(-c2nnn(C/C(N)=N/O)n2)cc1	5.5%
Cc1cc(SCC(=O)c2cccs2)n2nc(C)c(-c3ccccc3)c2n1	2.9%
O=C(O)C1CCCCC1C(=O)N1CCCC1 (configuration not stated)	-2.1%
COc1ccc(N2CCN(C(=O)CNS(=O)(=O)c3ccc(C)c(C)c3)CC2)cc1	-7.0%
CN(C)CCN(C(=O)CCc1ccccc1)c1nc2c(F)cc(F)cc2s1	-4.2%
C=CCc1ccccc1OCCSc1nc2ccc([N+](=O)[O-])cc2s1	1.3%
CC(=O)c1cc2c(s1)-c1cc(F)ccc1OC2	-0.3%[57.5 µM]
Cc1ccnc2nc(C(=O)OCCOc3ccc(Cl)cc3)nn12	u
Oc1ccccc1C1CC(c2cccs2)=NC(c2cccc(Br)c2)N1 (configuration not stated)	-9.1%
C/C(=N\N1C(=O)c2ccccc2NC1c1ccccc1)c1ccccc1O (configuration not stated)	3.8%
COc1ccc2[nH]c(CN3CCN(C(C)C)C(CCO)C3)c(C)c2c1 (configuration not stated)	-1.9%
CCn1c(N2CCN(S(=O)(=O)c3ccc(Cl)cc3)CC2)nc2ccccc21	1.5%
c1ccc(OCCCn2nnc(-c3ccncc3)n2)cc1	7.9%
CCOC(=O)C1(CC2CC2)CCN(Cc2cc(Cl)c(O)c(OC)c2)CC1	1.2%
O=C(Nc1ccc2oc(-c3ccccc3F)nc2c1)c1ccco1	0.3%
O=C(CSc1nc2cc(C(F)(F)F)ccc2n1Cc1ccccc1)NC1CCS(=O)(=O)C1 (configuration not stated)	14.6%
New compounds follow
SMILES	ERK EGF inh
CCOc1cc(/C=N/O)ccc1OCc1ccc(F)cc1	-0.6%
Cc1ccc(C2=NN(C3=NN=C(N)Cc4ncnn43)C(O)(C(F)(F)F)C2)cc1 (configuration not stated)	7.4%
Cc1cccc(C)c1NC(=O)Nc1ccccc1-n1ccnc1	-2.1%[57.5 µM]
CC(=O)OCC[n+]1c(C)n(-c2ccccc2)c2ccc(Cl)cc21	-5.9%
COc1ccc(-c2noc(CCC(=O)NCC3CCCO3)n2)cc1 (configuration not stated)	0.4%[57.5 µM]
NC(=S)NNc1cccc2cccnc12	-4.6%
Nc1nc(NCc2ccco2)nc(N2CCCCC2)c1[N+](=O)[O-]	-0.5%
N=C1/C(=C/c2cccn2-c2cccc([N+](=O)[O-])c2)C(=O)N=C2SC=CN12	-1.8%
COc1cc(-c2nc3cccc(C)n3c2NCC2CCCO2)ccc1O (configuration not stated)	6.8%
CS(=O)(=O)N1CCC2(CCN(Cc3nccs3)CC2)CC1	6.2%
O=C(NNC(=O)c1ccc(Cl)cc1Cl)c1csc(-c2cccnc2)n1	-3.0%[57.5 µM]
CC(=O)c1cccc(NC(=O)N[C@@H](CC(C)C)C(=O)O)c1	0.1%[57.5 µM]
COc1ccc(CC(=O)NC(=S)Nc2ccc(S(N)(=O)=O)cc2)cc1	-7.4%
CCOC(=O)c1c(N)sc(C(=O)Nc2ccccc2)c1C	-1.4%
CCCNC(=O)c1nnsc1Sc1ccc(Cl)cc1	10.2%
Clc1ccc(-c2nc3ncccn3c2Cl)cc1	-3.7%
O=C1CSC(c2ccncc2)N1Cc1ccc(F)cc1 (configuration not stated)	-6.7%[57.5 µM]
CN(C)S(=O)(=O)c1ccc(Cl)c(NC(=O)CN2CCNC(=O)C2)c1	-1.2%
O=C(NC(=S)Nc1ccc(S(=O)(=O)Nc2nccs2)cc1)c1ccc(Br)o1	2.7%
Fc1ccc(Cc2nnc(-c3cccs3)o2)cc1	13.1%
CC(=O)Nc1cccc(OCc2ccc(S(=O)(=O)Cc3ccccc3)cc2)c1	18.7%
Nc1ccccc1C(=O)N=Nc1[nH]c(N)c2ccccc12	5.3%
N#Cc1c(-c2ccc(Cl)cc2)c(C#N)c(=O)n(N)c1N	15.3%
CCn1nc(C)c(CCC(=O)O)c1C	6.8%
Cc1ccc(S(=O)(=O)N2CCCCC2C(=O)O)cc1 (configuration not stated)	-1.6%
Additional structures
SMILES	ERK EGF inh
COc1ccc(/C=N\Nc2ncc(F)c(N3CCOCC3)n2)cc1OC	2.4%[57.5 µM]
Cn1ncc2c(NCc3cccc(C(F)(F)F)c3)c(C(=O)O)cnc21	2.6%
CC1CCN(Cc2ccc(-c3nnn(CC(=O)NC4CCCCC4)n3)cc2)CC1	-4.7%
CO/N=C1\CCCc2c(C(=O)NN)sc(SC)c21	-0.7%[57.5 µM]
CS(=O)(=O)N(CC(=O)NCc1ccco1)c1ccc(Cl)cc1Cl	2.0%
O=[N+]([O-])/C(C(Cl)=C(Cl)Cl)=C(/Sc1ccccc1)N1CCCCC1	-7.6%[57.5 µM]
Cc1cc(C)nc(N/N=C/c2ccccc2OCc2ccc(Br)cc2)n1	-1.8%
C=CCN(CC=C)CCOc1ccc2ccccc2c1	-12.2%
C=CCOC(=O)C1=C(C)Nc2[nH]c(=O)[nH]c(=O)c2C1c1ccccc1 (configuration not stated)	4.3%
CCOC(=O)C(C)(C)Sc1nc2c(cnn2-c2ccc(C)cc2)c(=O)[nH]1	22.2%
Cc1ccc(/C=N/N2CCN(C3c4ccccc4-c4ccccc43)CC2)o1	u
COc1ccc(CC(=O)OCC(=O)Nc2ccc3c(c2)OCCO3)cc1OC	-3.9%
Cn1c(-c2ccc(Cl)cc2)cnc1NCc1cc2c(cc1[N+](=O)[O-])OCO2	-1.9%
C/C(CC(=O)Nc1ccccn1)=N\NC(=O)c1cnccn1	-13.1%[57.5 µM]
Cc1nc(C(=O)Nc2ccccc2Cl)cc2c1[nH]c1ccccc12	0.0%[57.5 µM]
CCOC(=O)Cc1nnc(Nc2ccc(C(=O)NC)cc2)c2ccccc12	-10.5%[57.5 µM]
CCCCOC(=O)c1ccc(Nc2ccc([N+](=O)[O-])cn2)cc1	15.4%
COc1ccc(C(=O)NC(=S)Nc2ccc(Cl)cn2)cc1OC	4.2%
CC(C)(C)C1CCC(C(=O)Nc2cccnc2)CC1 (configuration not stated)	-2.8%
CC1=C(C(=O)OC2CCCC2)C(c2coc3ccc(C)cc3c2=O)C2=C(CCCC2=O)N1 (configuration not stated)	9.6%[57.5 µM]
Cc1cccc2nc(CSC(=N)N)c(Br)n12	-7.8%
NC(=O)CSC1=N/C(=C\c2ccco2)C(=O)N1c1ccc(OC(F)F)cc1	12.7%
COc1ccc(Cl)cc1-c1nc(SCC(=O)NC(C)C(C)C)n[nH]1 (configuration not stated)	-3.0%
COCCNC(=S)NNC(=O)c1cccs1	-0.9%
O=c1[nH]c(-c2ccc(O)cc2)nc2scc(-c3cccs3)c12	1.5%[57.5 µM]
Cc1ccc2c(c1)cc(CN(Cc1ccco1)C(=O)N1CCOCC1)c1nnnn12	-10.7%

Source: PubChem BioAssay
